ABCB6 inh 2 – ABCB6 transporter inhibitors, primary screen, K562-ABCB6 cells, flow cytometry, MLPCN library; fluorescence ratio to DMSO, % at 10 µM; 360,000 tested, 0.19% active; K562-ABCB6 porphyrin accumulation, 1 h; active compounds read low; ATP-binding cassette sub-family B member 6 (Homo sapiens), Q9NP58;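 active means fluorescence ratio to DMSO below 75%, the collection mean minus 3 SD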;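 further: signal is porphyrin accumulated inside mitochondria; 100% equals median channel fluorescence of DMSO control wells; lower ratio means ABCB6 inhibition with less porphyrin fluorescence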
hiPSC survival – enhancers of single-cell hiPSC survival, primary screen, ATPlite luminescence; 100% = ROCK inhibitor wells, 0% = DMSO; 360,000 tested, 0.044% active; survival enhancement, % at 20 µM; AID 602274, 2012; in the data active means survival enhancement above about 18%;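 further: cells exposed to compounds for 16 hours before the ATP read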
Vif inh – HIV Vif self-association inhibitors, primary screen, imaging, HEK293T, single point | HEK293T cells, Vif self-association by quenched fluorescence, 24 h | inhibition, % at 7.49 µM | AID 602346, 2012 | 340,000 tested, 0.35% active; in the data active means inhibition above about 50%, passing the limit was not always enough; further: some results filed as inactive read as strong as hits
H9c2 protect – cardioprotection against H2O2-induced cell death, primary screen, uHTS, H9c2 cells, ATPLite luminescence; H9c2 cardiomyocytes, H2O2 injury protection, 2 h; protection from H2O2 cell death, % at 20 µM; 360,000 tested, 0.63% active;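 active means compounds giving at least 50% protection of heart cells from peroxide-induced death in the single-dose screen, raw or plate-pattern-corrected value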;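 further: 0% = DMSO wells with peroxide and 100% = DMSO wells without peroxide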
aDG glyco up – activators of alpha-DG glycosylation, primary screen, uHTS, Pro5-aDG cells, AlphaScreen | alpha-DG glycosylation AlphaScreen (IIH6); 0% Pro5, 100% B10-LARGE cell signal | activation, % at 10 µM | 360,000 tested, 0.22% active | AID 624168, 2012;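 active means activation of at least 8% versus controls, or a plate z-score of at least 8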;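 further: Pro5 are CHO cells carrying HIG-tagged alpha-DG that lacks glycosylation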
Granule exo inh – LAMP-1 surface exposure blockers, TALL-104 cells – cell-based, flow cytometry, MLPCN library, primary screen | TALL-104 LAMP-1 surface exposure; cells stimulated with thapsigargin and PMA | inhibition, % at 10 µM | 360,000 tested, 0.66% active | AID 651702, 2012;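 active means inhibition above about 55%, limit read from the data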
PDI turbidity – inhibitors of human PDI, primary screen, biochemical, turbidity, single point, plate reader; PDI insulin aggregation turbidity, A650, 90 min; 350,000 tested, 0.052% active; Protein disulfide-isomerase (Homo sapiens), P07237; inhibition, % at 10 µM;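 active means mean inhibition across replicates of 30% or more, whatever share of single replicates reach that level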;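 further: absorbance from insulin aggregation driven by PDI reduction with DTT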
Target sequence (P07237 whole entry, looked up): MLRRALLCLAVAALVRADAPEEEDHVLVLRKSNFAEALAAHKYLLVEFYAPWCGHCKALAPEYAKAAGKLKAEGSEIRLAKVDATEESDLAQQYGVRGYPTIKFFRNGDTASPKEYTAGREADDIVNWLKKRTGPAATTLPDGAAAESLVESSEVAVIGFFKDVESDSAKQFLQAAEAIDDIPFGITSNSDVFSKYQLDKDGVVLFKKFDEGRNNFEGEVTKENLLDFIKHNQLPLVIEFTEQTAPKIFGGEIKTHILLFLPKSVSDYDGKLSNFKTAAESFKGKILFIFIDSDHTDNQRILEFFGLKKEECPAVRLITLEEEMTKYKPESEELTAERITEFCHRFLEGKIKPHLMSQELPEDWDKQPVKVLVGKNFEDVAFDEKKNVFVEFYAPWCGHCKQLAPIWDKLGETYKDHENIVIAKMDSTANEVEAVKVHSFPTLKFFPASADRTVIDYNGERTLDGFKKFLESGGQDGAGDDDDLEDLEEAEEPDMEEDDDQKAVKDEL
CaV13 FRET inh – Primary screen for inhibitors of IQ motif and Ca2+-dependent inactivation inhibitor domain binding in CACNA1D, Förster resonance energy transfer in living cells, … | HEK cells, CFP/YFP FRET ICDI-IQ, plate reader, 10 min; percent FRET-ratio fall versus neutral wells | inhibition, % at 12.3 µM | 340,000 tested, 0.098% active | AID 743397;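 active means mean replicate inhibition of at least 30% and at least 1% of replicates passing that level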;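 further: 0% = median of the neutral control wells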
m5-HT2A agonist – mouse Htr2a agonists via beta-arrestin recruitment, primary screen, cell-based, luminescence | activation, % at 7.6 µM | AID 624169, 2012 | 360,000 tested, 0.66% active | 5-hydroxytryptamine receptor 2A (Mus musculus), P35363 | CHO-K1 mHTR2A beta-arrestin complementation; percent of 30 µM serotonin response;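 active means activation above a run cutoff, the mean activation of all tested compounds plus 3 SD, cut at about 14% in these data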;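 further: 0% = plate median of compound wells and 100% = 30 µM serotonin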
Target sequence (P35363 whole entry, looked up): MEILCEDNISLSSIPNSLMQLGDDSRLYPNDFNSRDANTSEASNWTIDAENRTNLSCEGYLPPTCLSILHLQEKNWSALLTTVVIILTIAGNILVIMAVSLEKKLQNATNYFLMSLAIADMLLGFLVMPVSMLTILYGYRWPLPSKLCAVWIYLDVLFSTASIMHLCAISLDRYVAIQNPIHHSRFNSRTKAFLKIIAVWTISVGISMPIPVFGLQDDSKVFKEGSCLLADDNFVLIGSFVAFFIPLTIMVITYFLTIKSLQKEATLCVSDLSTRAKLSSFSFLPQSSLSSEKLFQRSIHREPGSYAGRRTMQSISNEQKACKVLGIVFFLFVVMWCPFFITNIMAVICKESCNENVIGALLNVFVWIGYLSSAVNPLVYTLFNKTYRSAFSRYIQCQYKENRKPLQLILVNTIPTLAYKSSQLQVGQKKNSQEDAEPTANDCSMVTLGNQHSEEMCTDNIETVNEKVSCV
Glyco luc inh – increase of ERlucT glycosylation luciferase signal, primary screen, N-linked glycosylation inhibitor project, D54 ERlucT cells, luminescence, set 2. 360,000 tested, 0.23% active. AID 588692, 2011. reporter increase, % at 12.5 µM. D54 ERlucT glycosylation luciferase reporter, 24 h; percent of 100 nM tunicamycin response;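 active means mean luciferase reporter signal, scaled so untreated is 0 and the glycosylation-blocking control 100, at or above a set limit in every replicate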;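 further: luciferase carries N-glycosylation sites so blocking glycosylation raises the light; 0% = median of neutral control wells and 100% = median of 100 nM tunicamycin wells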
Active calls of the source: *; · = no result given.

SMILES	ABCB6 inh 2	hiPSC survival	Vif inh	H9c2 protect	aDG glyco up	Granule exo inh	PDI turbidity	CaV13 FRET inh	m5-HT2A agonist	Glyco luc inh
O=C(N/N=C/c1c[nH]c2ccccc12)c1ccc2c(c1)OCCO2	99	-0.8	-4	-18	0.2	-1	-6	-5	-2	1
CCOC(=O)C1CCN(C(=O)C2CCN(c3nc4ccc(OC)cc4s3)CC2)CC1	97	-2.6	-1	0	0.1	-5	0	-7	11	0
COc1ccc(Cc2nnc(NC(=O)CS(=O)(=O)Cc3ccccc3)s2)cc1	98	-0.4	15	-4	-0.2	3	-6	·	2	1
CCOC(=O)C(NC(=O)c1cccc(Cl)c1)(Nc1sc2c(c1C(N)=O)CCC2)C(F)(F)F (stereo unspecified)	101	1.6	-5	-3	-0.3	-1	22	-5	3	8
CCOC(=O)c1sc(=S)n(-c2ccccc2)c1N	100	-2.5	5	0	-0.1	26	3	·	-5	3
CCOC(=O)/C=C1/N(C)c2ccccc2C1(C)C	102	1.1	-5	-7	0.1	-1	-4	-7	-7	1
CCN(CC)CCNC(=O)CS(=O)Cc1nc(-c2ccc(C)cc2)oc1C (stereo unspecified)	98	-0.4	7	2	0.2	-3	2	-6	1	-1
Cc1c(O)c(S(=O)(=O)c2ccccc2)c(=O)n(-c2ccccc2)c1-c1ccccc1	101	4.8	7	5	-0.2	2	7	-6	0	2
COc1c(OC2OC(C(=O)O)C(O)C(O)C2O)cc(O)c2c(=O)cc(-c3ccccc3)oc12 (stereo unspecified)	97	1.0	-1	2	-0.2	0	13	-6	10	0
COc1ccc(C(=O)NCc2cn3ccccc3n2)cc1	97	5.0	0	1	0.1	3	7	·	7	0
Cc1cc(C)n2nc(SCc3ccc(F)cc3Cl)nc2n1	91	0.0	-2	-1	-0.1	-1	2	-4	-8	-3
COc1ccc2nc(NC(=O)c3cc(C)oc3C)sc2c1	100	-5.1	-5	-19	-0.3	7	3	-5	1	-5
COCCNC(=O)c1cn(C)c2ccc(S(=O)(=O)N3CCCCC3)cc2c1=O	100	-0.3	-4	5	-0.2	-2	-1	-4	-1	1
Cc1ccc(CSc2nnc(C(F)(F)F)n2Cc2ccc(F)cc2)cc1	102	-1.1	14	-5	0.2	-3	6	-9	-7	-4
CCOc1ccc2nc(-c3ccccc3)nc(SCC(=O)Nc3ncc(C)s3)c2c1	100	-1.7	4	-3	0.1	-11	3	-4	8	-1
CCCc1nc2ccccc2n1CCOc1ccccc1	97	4.0	7	-5	0.4	2	6	-4	-5	0
Cc1sc(N=Nc2ccc(N(C)C)cc2)[n+]([O-])c1C	84	-1.6	-3	-7	0.0	-1	-2	-7	1	-12
CCOC(=O)N1CCN(CC(O)c2c[nH]c3ccccc23)CC1 (stereo unspecified)	100	-0.2	-11	5	0.0	8	11	-2	0	0
O=C(Nc1ccc(F)cc1)c1cccc(N2C(=O)C3C4CCC(C4)C3C2=O)c1 (stereo unspecified)	97	-0.8	-5	-12	0.2	11	0	-3	1	-1
CC1=CC(C)(C)NC(=S)N1C(C)c1ccccc1 (stereo unspecified)	99	0.1	-15	-5	0.2	-5	6	-2	-1	-2
CCN(CC)S(=O)(=O)c1ccc(N2CCN(C)CC2)c(NC(=O)Nc2ccccc2F)c1	98	-0.6	-2	6	0.3	33	-1	-4	1	0
Cc1ccc(N=Nc2cc(C)ccc2N)cc1	101	-0.8	-7	-30	-0.1	-8	1	-2	0	-14
Cc1ccc(N/N=C/c2c(C)c(C#N)c(=O)n(C)c2O)cc1C	108	1.4	2	7	-0.1	-2	3	-5	-2	8
Cc1ccc(N2CC(C(=O)Nc3cccnc3)CC2=O)cc1C (stereo unspecified)	97	-0.2	-4	3	-0.3	-8	-5	-4	-6	3
CCc1ccccc1NC(=S)N(CCN1CCCCC1)Cc1ccco1	99	-1.2	7	-2	0.1	0	1	-6	-1	-1
CCN1C(=O)Cc2cc(S(=O)(=O)NCCc3ccccc3)ccc21	99	0.0	19	-7	0.0	6	-2	-3	-1	1
COc1ccc(-c2cc(C(F)(F)F)n3nc(C(=O)NCc4ccco4)cc3n2)cc1	95	0.1	-1	-2	0.3	-3	0	·	2	-1
COc1ccc(N(C)C(=O)Cc2c(C(=O)O)[nH]c3ccccc23)c(OC)c1	106	-1.5	-2	8	-0.1	-1	-5	-1	3	2
Fc1cccc(F)c1/C=C/c1ccc2ccccc2n1	102	-2.9	-7	-19	0.0	-2	9	-5	1	-18
Cc1ccc(-c2nnc(-c3ccccc3)o2)cc1	94	-5.3	8	-18	0.3	-5	-8	-4	4	-12
CCOc1ccc(C(=O)n2cc(C(=O)OC)c3ccccc32)cc1OCC	92	-0.4	-5	4	0.2	21	0	-3	12	3
C/C(=N/NC(=O)CNC(=O)c1cccnc1)c1ccc([N+](=O)[O-])cc1	105	-0.4	-6	2	-0.1	-3	-7	-5	-4	0
COCCNC(=O)C1CC(c2cccc([N+](=O)[O-])c2)=NO1 (stereo unspecified)	99	-1.4	·	1	0.0	-2	-1	-10	-3	2
COC(=O)c1sccc1NC(=S)N1CCC(C)CC1	98	-2.5	3	0	0.0	0	-41	·	1	0
CC(C)(C)C(=O)OC/C(N)=N/OC(=O)c1ccc(Cl)cc1	99	-0.1	6	-2	-0.1	1	12	-4	-1	2
CCn1c(C(=O)N2CCC(C(=O)NCc3ccc(OC)cc3)CC2)cc2sccc21	94	-0.4	14	2	0.5	7	-2	-18	4	1
CN(CC(=O)N1CCc2ccccc21)S(=O)(=O)c1ccc(Br)s1	94	-0.3	2	-6	-0.4	5	2	·	-3	0
CN(C)CC(O)COC(c1ccc(Cl)cc1)c1ccc(Cl)cc1 (stereo unspecified)	99	-0.8	12	2	4.7	66*	-1	0	-4	1
CC(C)CNc1nc(N)c([N+](=O)[O-])c(NC2CCCCC2)n1	99	0.6	-13	-6	-0.1	-17	3	-18	8	0
CCc1nnc(NC(=O)CCC(=O)NC2CCCCCCC2)s1	106	-0.7	-6	29	0.1	-2	8	-14	-2	3
Cc1ccc(S(=O)(=O)N(CC(=O)N2CCC(C)CC2)Cc2ccccc2F)cc1	97	-0.7	-13	-6	0.0	0	-13	-9	0	-3
Cc1ccc2cc(CN(Cc3ccco3)C(=O)NCc3ccccc3)c(=O)[nH]c2c1C	92	-0.4	-11	41	0.3	-2	1	·	-5	-2
COc1cc(C2NC(=O)CCC2[N+](=O)[O-])cc(OC)c1OC (stereo unspecified)	96	-0.6	-13	-1	0.0	-15	2	-18	3	2
O=C(CN1C(=O)c2cccc3cccc(c23)C1=O)N1CCCCCC1	63*	3.0	6	13	-0.2	-3	7	-7	2	-3
CC(=O)c1c(C)cc(C)c(CSc2nc(C)cc(=O)[nH]2)c1C	104	3.3	20	4	0.4	-1	-5	-8	5	-6
Cc1ccc(C(=O)N(C)c2ccc(OCC(=O)N3c4ccc(C)cc4C4CN(C)CCC43)cc2)cc1 (stereo unspecified)	89	-2.9	4	-17	-0.3	-2	2	·	-5	-4
CCOC(=O)Cc1nnc(NC(=O)C(CC)Sc2nc(C)cc(=O)[nH]2)s1 (stereo unspecified)	101	-1.9	-5	-20	-0.2	8	7	-7	8	1
COc1ccc(-n2nc(C(=O)NCC(=O)Nc3cccc(Cl)c3)c3ccccc3c2=O)cc1	95	-0.4	8	10	0.1	19	2	-7	13	3
CCC(=O)c1ccc(OCC(=O)NCCC2=CCCCC2)c(OC)c1	96	-0.4	-7	-2	0.1	1	4	-3	-2	-1
COc1ccc2nc(C)cc(N/N=C/c3ccccc3)c2c1	107	-0.6	-13	-22	-0.4	2	-5	·	-12	-21
Cc1ccc(OCC(=O)Nc2ccc(-n3cnnn3)cc2)c(C)c1	86	-0.2	-1	4	0.0	2	-5	-6	1	-1
C[N+]1(C)CC2=Cc3ccccc3CC2C1 (stereo unspecified)	99	-1.7	3	3	0.0	1	11	-5	6	-3
COc1cc(/C=C(/C#N)C(=O)NCCc2c[nH]c3ccccc23)ccc1OCc1ccccc1F	117	-2.1	1	-17	-0.5	4	1	-9	-3	-3
O=c1[nH]c(=O)c2[nH]c(=S)n(-c3ccccc3)c2[nH]1	98	-1.9	0	2	0.0	1	10	-6	11	3
CC(C)C[C@@]12C(=O)N(c3cccc(F)c3)C(=O)N1[C@H](c1ccc(F)cc1)[C@@H]1C(=O)N(C3CCCCC3)C(=O)[C@@H]12	101	-1.9	·	-2	0.3	-2	-3	-6	3	-6
Cc1c(C(=O)N(C)c2ccccc2Cl)cnn1-c1ccccc1	101	0.3	-14	-5	0.1	-4	-4	-7	-2	-1
CCCCCCc1ccc(OCC(=O)OC)cc1OCC(=O)OC	104	-0.7	-2	-3	-0.2	5	12	-8	0	-3
O=C(NCCc1ccccc1)c1cccc(N2C(=O)C3CC=CCC3C2=O)c1 (stereo unspecified)	84	0.4	-1	6	-0.4	1	-3	-4	1	-1
CCc1ccc(OCC(=O)c2c(O)c3ccccc3oc2=O)cc1	97	-0.5	1	-4	-0.3	-3	6	9	7	0
CC(=O)Nc1ccc(NC(=O)C2C3C=CC(C3)C2C(=O)O)cc1 (stereo unspecified)	98	-0.4	-6	-5	0.0	2	1	-20	-6	1

Additional entries
SMILES	ABCB6 inh 2	hiPSC survival	Vif inh	H9c2 protect	aDG glyco up	Granule exo inh	PDI turbidity	CaV13 FRET inh	m5-HT2A agonist	Glyco luc inh
OCCN1CCN(c2ncnc3c2ncn3[C@H]2CN(Cc3cccs3)C[C@@H](CO)O2)CC1	98	6.7	-1	-3	-0.1	1	8	-9	7	0
Cc1cc(=O)oc2cc(OCC(=O)N3CCCc4ccccc43)ccc12	93	2.5	-12	23	-0.1	-1	11	·	0	-1
CC(OC(=O)Cc1cccc(C(F)(F)F)c1)C(=O)Nc1ccc(Cl)cn1 (stereo unspecified)	100	0.2	1	-2	-0.3	-2	8	-10	-2	2
C=CCn1c(SCC(=O)c2ccc(OC)cc2)nnc1-c1ccc2c(c1)OCO2	105	-0.4	7	-1	0.0	-4	3	4	-1	1
Cc1cccc2c1CC(C)(C)N=C2C1=C(O)CCCC1=O	103	-1.0	24	46	-0.2	3	5	-1	-8	5
